Compound activity (PubChem BioAssay)
AMA1 RON2 block: inhibitors of Plasmodium falciparum AMA1-RON2 interaction. AlphaScreen AMA1-biotinylated RON2 peptide binding. Potency, µM (doses to about 58.2 µM), inactives show at the highest dose activity change, negative = inhibition, most hits filed as inhibitors. 360,000 compounds, 0.2% hits;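 note: potency is the fitted concentration of half-maximal effect; 0% = vehicle wells and -100% = peptide control; nearly all actives have a fitted effect of over 45% in size; some results filed as inactive show a strong effect at the top dose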
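AMA1 (3D7) with his tag at 25 nM final met compounds first, then biotinylated RON2 peptide at 25 nM; detection used donor plus acceptor beads, 10 µg/mL apiece, read by AlphaScreen after 30 min at room temperature.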
Shiga toxin inh: blocks Shiga toxin action in Vero cells | inhibition, % at 38.7 µM | Vero cells, Shiga toxin protein synthesis inhibition reporter | 290,000 compounds, 9.2% hits | AID 2315; in the data active = inhibition mostly above about 28%, no sharp cut-off; inactive = mostly below about 43%; note: 0% is about no effect
Cycloheximide cs: counter-screen for Shiga toxin inhibitors: cycloheximide protein synthesis inhibition; max response, %; cell reporter, cycloheximide protein synthesis inhibition counterscreen; AID 2314; 300,000 compounds, 12% hits; in the data active = max response mostly above about 13%, no sharp cut-off; inactive = mostly below about 14%; note: read at 38.3 µM for the half of the compounds with a filed dose; 0% is about no effect
HCMV antiviral: human cytomegalovirus inhibition. HFF cells, HCMV-luciferase reporter, 72 h; stronger effect = lower value. AID 1259415. 410,000 compounds, 4.5% hits. activity change, negative = inhibition, % at 57.5 µM; in the data active = activity change below about -60%; inconclusive = no clear call, values can overlap the other calls; inactive = above about -39%; note: % is set by controls: 0 for no effect and ±100 for the full control effect
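HFF cells seeded 16 h at 37C, treated with compounds, infected with luciferase-reporter HCMV at MOI 1 PFU/cell; luciferase read at 72 h post infection, normalized to buffer-only and Salinomycin controls.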
AmpC no deterg: inhibitors of E. coli AmpC beta-lactamase without detergent; P00811; AmpC nitrocefin hydrolysis, absorbance 480 nm, 0.0001% Triton; 330,000 compounds, 0.52% hits; Potency, µM (series often up to 57.1 µM), for the others: at the top dose activity change, negative = inhibition, hits mostly inhibitors;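 note: potency is the fitted concentration of half-maximal effect; plate controls were no compound for no effect and no enzyme for full effect; nearly all actives have a fitted effect of over 20% in size; some results filed as inactive show a strong effect at the top dose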
Target sequence (P00811 whole entry, looked up): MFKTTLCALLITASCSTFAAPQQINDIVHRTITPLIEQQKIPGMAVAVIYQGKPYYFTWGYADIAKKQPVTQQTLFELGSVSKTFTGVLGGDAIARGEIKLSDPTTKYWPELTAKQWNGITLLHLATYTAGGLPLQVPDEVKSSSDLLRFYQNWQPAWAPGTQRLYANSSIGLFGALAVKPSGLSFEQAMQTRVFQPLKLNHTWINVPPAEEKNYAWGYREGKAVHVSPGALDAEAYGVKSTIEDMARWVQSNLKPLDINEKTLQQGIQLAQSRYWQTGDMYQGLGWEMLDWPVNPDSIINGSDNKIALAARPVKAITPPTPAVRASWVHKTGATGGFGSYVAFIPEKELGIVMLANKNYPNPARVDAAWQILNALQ
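20 mM phosphate pH 7.0 + 0.01% (detergent screen) or 0.0001% Triton X-100; 5.3 nM AmpC reagent; cpd preinc 15 min RT; nitrocefin (800 uM stock) to start; A480 q20 s × 4 min; Activity was normalised to no-enzyme and no-compound control wells.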
Giardia FBPA inh: inhibitors of Giardia lamblia fructose-1,6-bisphosphate aldolase; 290,000 compounds, 0.71% hits; Potency, µM (top dose mostly 59.6 µM), without a hit: top-dose activity, negative = inhibition, usual class: inhibitors; purified Giardia FBPA; note: potency is the fitted concentration of half-maximal effect; % is set by controls: 0 for no effect and ±100 for the full control effect; nearly all actives have a fitted effect of over 55% in size
Target sequence (A8B2U2 whole entry, looked up): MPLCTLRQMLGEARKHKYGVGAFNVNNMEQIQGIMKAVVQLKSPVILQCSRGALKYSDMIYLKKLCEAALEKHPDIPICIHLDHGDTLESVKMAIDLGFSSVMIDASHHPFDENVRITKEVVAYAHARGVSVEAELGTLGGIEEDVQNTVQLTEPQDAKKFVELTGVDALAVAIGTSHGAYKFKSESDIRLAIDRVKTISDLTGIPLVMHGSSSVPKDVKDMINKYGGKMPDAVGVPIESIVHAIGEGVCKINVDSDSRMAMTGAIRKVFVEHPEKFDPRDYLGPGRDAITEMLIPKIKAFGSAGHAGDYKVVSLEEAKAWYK
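Giardia FBPA (40 nM reagent) was preincubated 10 min at RT with compound (up to 57.5 uM final), then substrate plus GAPDH/TPI/NAD/arsenate coupling system with diaphorase/resazurin was added; resorufin fluorescence (525/598 nm) was read after 20 min.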
AmpC inh detg: AmpC beta-lactamase inhibition with detergent present. P00811. AmpC hydrolysis of nitrocefin, absorbance 480 nm, 0.01% Triton. Potency, µM (doses to about 114 µM), without a hit: at the highest dose activity change, negative = inhibition, usual class: inhibitors. 370,000 compounds, 0.041% hits. AID 485294;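 note: potency is the fitted concentration of half-maximal effect; 0% = no-compound wells and -100% = no-enzyme wells; nearly all actives have a fitted effect of over 25% in size; some results filed as inactive show a strong effect at the top dose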
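20 mM phosphate pH 7.0 + 0.01% (detergent screen) or 0.0001% Triton X-100; 5.3 nM AmpC reagent; cpd preinc 15 min RT; nitrocefin (800 uM stock) to start; A480 q20 s × 4 min; Activity was normalised to no-enzyme and no-compound control wells.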
* = called active by the depositor; ? = inconclusive; nt = no result given; & = joins results of further samples; [ ] = dose if it differs, or a comment. Unless noted, calls come from the whole dose curve; as a rule, active = well fitted curve in the direction sought with a large enough effect; inconclusive = small, poorly fitted or top-dose-only effect, or another doubt; inactive = no such curve, though single readings can be large; an effect the other way counts as inactive or inconclusive. Compounds as they come; 16% or so of the library scored in one or more.

SMILES	AMA1 RON2 block	Shiga toxin inh	Cycloheximide cs	HCMV antiviral	AmpC no deterg	Giardia FBPA inh	AmpC inh detg
CC(Sc1ccc(Cl)cc1)C(=O)Nc1ccccc1C(=O)N1CCOCC1 (stereo not given)	1%	-12	-3	?	12%	6%	-1%
Cn1cc(/C=C(\NC(=O)c2ccccc2)C(=O)NCCCN2CCOCC2)c2ccccc21	-7%	-3	2	-2	31%	nt	-5%
Cc1cccc(OCc2nnc(SC(C)C(=O)O)n2Cc2ccccc2)c1 (stereo not given)	-16%	-8	-3	-13	-19%	22%	-1%
CC1CCCN(S(=O)(=O)c2ccc(-c3ccc(=O)[nH]n3)o2)C1 (stereo not given)	1%	-5	-3	-14	-15%	nt	-7%
O=C(CCNS(=O)(=O)c1ccc(Br)cc1)NC1CCCCC1	36%[activator]	-10	-1	46	2%	-3%	4%
CCn1ccnc1CN(C)C(=O)c1cc(COc2ccc(Cl)cc2OC)on1	0%	49*	39*	1	141%[activator]	nt	7%
FC(F)(F)c1ccc(C2[C@H]3CN(Cc4cccnc4)[C@H](c4ccccc4)C34CC2(c2ccccc2)C4)cc1 (stereo not given in full)	-27%	-2	-4	?	-5%	0%&-9%	-7%
O=C(NCCN1CCOCC1)c1c[nH]c2ccc(S(=O)(=O)N3CCOCC3)cc2c1=O	-10%	-15	-5	-7	-23%	8%	?
Cc1cc(C(=O)N/N=C/c2ccc(-c3ccc([N+](=O)[O-])cc3Cl)o2)n[nH]1	21%	-3	-3	4	-22%	3%	-3%
CCOc1ccc(-c2cc(C(=O)N3CCN(C)CC3)c3ccccc3n2)cc1	12%	50*	38*	107	0%	-3%	3%
Nc1ccc[n+](CC(=O)c2ccccc2)c1	0%	nt	-1	-10	-12%	7%	-14%
O=C(CSc1ccccn1)N1CCCC(Nc2ccccc2)C1 (stereo not given)	-2%	5	-1	-30	-10%	-11%	?
COc1ccc(Br)cc1CN1CCCCCCC1	-6%	-4	-1	-23	-18%	-18%	?
O=C(CNc1ccccc1)N/N=C/c1ccc([N+](=O)[O-])cc1	14%	-3	9	0	-8%	4%	-2%
CCS(=O)(=O)N1CCN(c2c(Cl)cccc2[N+](=O)[O-])CC1	0%	-7	-6	?	-8%	-1%	4%
CCOC(=O)[C@@H]1[C@H]2COc3cc(OC)ccc3[C@@H]2N2C(=O)N(c3ccc(C)cc3)C(=O)[C@@]12C	1%	-8	-2	-6	74%[activator]	-2%	?
COc1cc(OC)c(C(=O)OCC(=O)c2cc(C)n(CC3CCCO3)c2C)cc1OC (stereo not given)	-19%	9	20	-39	137%[activator]	0%	1%
Cc1ccc2nc(C)cc(N/N=C/c3cccnc3)c2c1	8%	20	-5	-9	-20%	0%	0%
CCCCC[C@H](O)/C=C/[C@@H]1[C@@H](C/C=C\CCCC(=O)O)[C@@H](O)C[C@H]1O	18%	7	3	7	9%	2%&-1%	7%
O=c1[nH]c(/C=C\c2cccc(Cl)c2)nc(O)c1[N+](=O)[O-]	-4%	-11	-1	39	-21%	7%	?
Cc1ccccc1CC(=O)N1CCCC(CCC(=O)N2CCN(c3ccccn3)CC2)C1 (stereo not given)	9%	-8	-1	-22	157%[activator]	1%	7%
O=C(CCN1CCN(c2ccccc2)CC1)Nc1nccs1	17%	4	6	13	-19%	0%	3%
CCOC(=O)c1c(C)nc2sccn12	-6%	-9	-6	25	-14%	3%	?
CSC1=NP(=S)(SC)N2CCCC2=C1C#N (stereo not given)	?	-3	-3	-19	-12%	5%	-1%
CC(C)(C)C1CCc2sc(-c3nnc(CCl)o3)cc2C1 (stereo not given)	68%[activator]	72*	32*	-12	-24%[11.4 µM]	5%	-10%

Nothing new here: three of the compounds above.
SMILES	AMA1 RON2 block	Shiga toxin inh	Cycloheximide cs	HCMV antiviral	AmpC no deterg	Giardia FBPA inh	AmpC inh detg
CCOC(=O)c1c(C)nc2sccn12	-6%	-9	-6	25	-14%	3%	?
CSC1=NP(=S)(SC)N2CCCC2=C1C#N (stereo not given)	?	-3	-3	-19	-12%	5%	-1%
CC(C)(C)C1CCc2sc(-c3nnc(CCl)o3)cc2C1 (stereo not given)	68%[activator]	72*	32*	-12	-24%[11.4 µM]	5%	-10%

New compounds follow:
SMILES	AMA1 RON2 block	Shiga toxin inh	Cycloheximide cs	HCMV antiviral	AmpC no deterg	Giardia FBPA inh	AmpC inh detg
Cc1cc(NC(=O)c2ccc(Cl)cc2)no1	-1%	59*	32*	45	-19%	1%	-7%
CCN(CC)S(=O)(=O)c1ccc(S(=O)(=O)NCc2cccs2)cc1	-17%	3	-1	65	-40%	0%	-10%
Cc1ccc(C(=O)N2CCC3(CC2)Oc2ccc(F)cc2C(=O)C32CC(c3ccccc3)=NO2)s1 (stereo not given)	-13%	-2	-3	-14	7%	4%	2%
CC(C)CCNC(=O)C(CC(C)C)N(Cc1ccc2c(c1)OCO2)C(=O)c1snc(C(N)=O)c1N (stereo not given)	-6%	-9	-3	15	-14%	-12%	-8%
CCC(C)(C)NC(=O)CN(C(=O)c1snc(C(N)=O)c1N)c1ccc2c(c1)OCO2	12%	14	-1	nt	-40%	-4%	-6%
O=C(NCc1ccc(F)cc1)c1noc2c1CCCC2	-6%	50	20*	36	-12%	3%	?
Cc1ccc(S(=O)(=O)CCc2nc3ccccc3n2CCC#N)cc1	14%	-6	-2	-81*	-5%	2%	-5%
CCOC(=O)CNC(=O)c1ccccc1	41%[activator]	17	-5	-37	-11%	-1%	1%
Fc1ccc(-n2c(Cc3ccccc3)nnc2SCc2nc(-c3ccc(Cl)cc3)no2)cc1	-8%	-4	-3	-9	27%	4%	?
O=C(NCCc1ccccn1)C1CC(=O)N(Cc2ccccc2Cl)C1 (stereo not given)	-1%	16	-1	-30	-13%	-1%	?
Cc1ccc(NS(=O)(=O)c2ccc(NC(=O)C3CC3)cc2)c(C)c1	14%	14	-2	?	-27%	-8%	6%
O=C(CC1SC(=Nc2ccccc2)N(CCc2c[nH]c3ccccc23)C1=O)Nc1ccccc1F (stereo not given)	-14%	-4	-3	-6	-20%	-6%	-10%
CC1CCCN(C(=O)CSc2nnc(-c3ccc(S(=O)(=O)N4CCOCC4)cc3)n2C)C1 (stereo not given)	-9%	5	-4	5	26%	-2%	-14%
Cc1cc(C)c2nc(N3CCCC(C(=O)N4CCN(c5ncccn5)CC4)C3)sc2c1 (stereo not given)	0%	-5	5	24	-2%	-1%	-3%
CCCC(C(=O)NC1CCCC1)N(C(=O)c1snc(C(N)=O)c1N)c1ccc(F)cc1 (stereo not given)	-6%	-5	-2	-20	9%	4%	-9%
COC(=O)CN(C)C(=O)c1ccc(OC2CCN(S(=O)(=O)N(C)C)CC2)cc1	22%	33*	21*	-3	13%	-5%	-11%
C=CCOc1c(Br)cc(/C=N/NC(N)=O)cc1OC	8%	-6	5	5	23%	-17%	7%
O=c1[nH]c2cc3c(cc2cc1CN(Cc1ccco1)C(=S)NCC1CCCO1)OCCO3 (stereo not given)	-2%	2	-5	-17	-2%	3%	?
O=C(CSc1nnc(CN2CCCCC2)n1-c1ccccc1)c1ccc2c(c1)OCO2	-15%	5	-1	17	74%[activator]	4%	-3%
O=C(NCCc1ccccc1)c1ccc(Cn2c(SCc3cccc(F)c3)nc3cccnc32)cc1	nt	nt	nt	-38	-8%	nt	-24%
COc1ccc(C2Nc3ccccc3C(=O)N2c2ccccc2)cc1Cn1cc([N+](=O)[O-])cn1 (stereo not given)	8%	-10	7	-37	-44%	0%	-1%
CN1CCN(c2cc(N3CCc4ccccc4C3)c(F)cc2[N+](=O)[O-])CC1	?	-10	-2	-14	204%[activator]	-2%	?
Cc1nc(/C=[N+](\[O-])C(C)(C)/C=N/O)n(O)c1C	-2%	-36	-3	37	-41%	-16%	?
C#CCNC(=O)C1=C[C@@H](c2coc3ccccc3c2=O)C[C@@H](OCc2ccc(CO)cc2)O1	0%	-4	1	13	25%	6%	-9%
C/C(=C\c1ccccc1)CN1CCN(c2ccccc2)CC1	?	9	1	89	3%	-21%	5%

The closing 3 entries of the part before come first, to join the parts.
SMILES	AMA1 RON2 block	Shiga toxin inh	Cycloheximide cs	HCMV antiviral	AmpC no deterg	Giardia FBPA inh	AmpC inh detg
Cc1nc(/C=[N+](\[O-])C(C)(C)/C=N/O)n(O)c1C	-2%	-36	-3	37	-41%	-16%	?
C#CCNC(=O)C1=C[C@@H](c2coc3ccccc3c2=O)C[C@@H](OCc2ccc(CO)cc2)O1	0%	-4	1	13	25%	6%	-9%
C/C(=C\c1ccccc1)CN1CCN(c2ccccc2)CC1	?	9	1	89	3%	-21%	5%
Cc1ccc(S(=O)(=O)Nc2cccc(-c3ccc(N4CCCCCC4)nn3)c2)c(C)c1	-15%	88*	42*	20	-55%	nt	?
Cc1cc(NC(=O)C(C)SCC(=O)Nc2cc(C(F)(F)F)ccc2N2CCOCC2)no1 (stereo not given)	-12%	nt	nt	-2	13%	nt	-12%
COc1ccc(S(=O)(=O)NCC2CCCO2)cc1NC(=O)c1ccccc1F (stereo not given)	0%	-7	-2	-27	6%	5%	-7%
COc1ccc(OC)c(/C=N/NC(=O)CSc2cc(C)nc3c(OC)cccc23)c1	-24%	-18	-1	-31	4%	2%	-6%
COc1ccc(-c2cc(C(=O)OCC(=O)c3cccc([N+](=O)[O-])c3)c3cc(C)ccc3n2)cc1	-6%	2	-5	4	-10%	0%	-2%
CCC/C=C1/CCCOC(C(=O)NCc2ccccn2)(C(F)(F)F)C1 (stereo not given)	-1%	-2	-8	-15	nt	0%	nt
Cc1nn(C)cc1/C=N/NC(=O)Cn1nccc1C	4%	27	7	42	-10%	4%	-3%
COc1ccc(C(=O)c2ccc(N(C)C)cc2)c2ccccc12	-24%	-4	1	-77*	-31%	4%	-11%
CC(O)CNCCCOc1cccc(C(F)(F)F)c1 (stereo not given)	9%	-12	6	-15	-5%	?	-8%
COc1cc(C(=O)N2CCN(Cc3ccc4c(c3)OCO4)CC2)c([N+](=O)[O-])cc1OC	12%	-3	-3	-31	45%	-3%	?
COc1ccc(/C=N/NC(=O)c2cccnc2)cc1CSc1nc2ccccc2s1	-8%	6	7	?	92%[activator]	-3%	-10%
COC(=O)Nc1ccc(C)c2nsnc12	37%[activator]	2	11	-25	-8%	1%	-2%
Cc1ccc(NC(=S)c2nc3ccccc3[nH]2)c(C)c1	35%[activator][11.6 µM]	97*	51*	50	-36%	?	-6%
CC(C)CNC(=O)COC(=O)c1c2c(nc3ccccc13)/C(=C/c1cccs1)CC2	-1%	56*	25*	101	-26%	-1%	-10%
Cn1cc(C(CC(=O)O)C(=O)O)c2ccccc21 (stereo not given)	-6%	-10	1	30	-19%	3%	5%
